Wee1 degr inh: Wee1 degradation inhibitors, primary screen, cell-based, HeLa, Wee1K328M-luciferase, luminescence | HeLa Luc-Wee1K328M stability; 100% = proteasome inhibitor MG132 effect | reporter increase, % at 5 µM | actives 1.2% (n = 220,000) | AID 1321, 2008;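 active = activation above the mean of all tested compounds plus 3 SD, set per screening run, cut at about 8.8% in these data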;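 also: cells exposed to compound for 20 h before luminescence read; 0% = DMSO alone and 100% = MG132 at 30 µM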
S1P4 agonist: S1P4 receptor agonists, primary screen, cell-based; S1P4-expressing cell line, agonist reporter assay; activation, % at 4.98 µM; actives 0.35% (n = 220,000); in the data active = activation above about 11%;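 also: 0% = DMSO vehicle and 100% = reference agonist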
Target sequence (O95977 whole entry, looked up): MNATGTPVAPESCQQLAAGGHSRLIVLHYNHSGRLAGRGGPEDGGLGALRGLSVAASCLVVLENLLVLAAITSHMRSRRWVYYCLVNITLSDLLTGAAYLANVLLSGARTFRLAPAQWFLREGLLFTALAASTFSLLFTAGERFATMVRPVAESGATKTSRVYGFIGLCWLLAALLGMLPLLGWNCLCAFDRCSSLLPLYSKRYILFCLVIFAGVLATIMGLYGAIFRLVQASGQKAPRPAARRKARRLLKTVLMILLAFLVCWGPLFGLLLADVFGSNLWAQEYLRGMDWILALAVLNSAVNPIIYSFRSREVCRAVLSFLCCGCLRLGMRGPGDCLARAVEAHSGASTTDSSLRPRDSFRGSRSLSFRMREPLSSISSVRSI
BaF3 tox: parental Ba/F3 cell viability inhibition, counter-screen for JAK2V617F inhibitor project, murine pro-B, CellTiter-Glo luminescence; actives 1.1% (n = 220,000); inhibition, % at 5.6 µM; CellTiter-Glo ATP luminescence;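 active = inhibition above a per-campaign cutoff, the mean inhibition of all tested compounds plus 3 SD, cut at about 27% in these data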;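 also: 0% = DMSO wells and 100% = JAK Inhibitor I control wells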
S1P4 antagonist: S1P4 receptor antagonists, primary screen, cell-based; S1P4-expressing cells, antagonist mode, reporter read-out; inhibition, % at 4.98 µM; actives 0.26% (n = 220,000); in the data active = inhibition above about 29%;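 also: 0% = wells stimulated with agonist and 100% = vehicle wells without agonist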
eIF4E-4G inh: eIF4E–eIF4G protein interaction inhibitors, primary screen, biochemical, uHTS, TR-FRET, eIF4GI fragment; Eukaryotic translation initiation factor 4E (Mus musculus) + Eukaryotic translation …; TR-FRET eIF4E-eIF4GI(517-606) binding, 2 h; inhibition, % at 21.7 µM; actives 0.37% (n = 220,000); AID 782, 2007;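 active = inhibition above about 30%, limit read from the data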;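 also: 0% = full FRET control wells and 100% = background wells lacking eIF4GI fragment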
Mdm2 ligase inh: MDM2-luciferase reporter signal enhancers, primary screen, MDM2 E3 ligase inhibitor project, cell-based, luminescence, 1536-well | E3 ubiquitin-protein ligase Mdm2 (Homo sapiens), Q00987 | cell-based MDM2 ubiquitination luciferase reporter, 2 h; 0 = plate control, 100 = twice control, blank-subtracted | signal enhancement, % at 5 µM | actives 0.11% (n = 210,000);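 active = signal enhancement of 30% or more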;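 also: luminescence tracks abundance of the self-degrading MDM2-luciferase fusion protein; higher signal means inhibition of MDM2 E3 ligase activity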
Target sequence (Q00987 whole entry, looked up, the tested form may be a part): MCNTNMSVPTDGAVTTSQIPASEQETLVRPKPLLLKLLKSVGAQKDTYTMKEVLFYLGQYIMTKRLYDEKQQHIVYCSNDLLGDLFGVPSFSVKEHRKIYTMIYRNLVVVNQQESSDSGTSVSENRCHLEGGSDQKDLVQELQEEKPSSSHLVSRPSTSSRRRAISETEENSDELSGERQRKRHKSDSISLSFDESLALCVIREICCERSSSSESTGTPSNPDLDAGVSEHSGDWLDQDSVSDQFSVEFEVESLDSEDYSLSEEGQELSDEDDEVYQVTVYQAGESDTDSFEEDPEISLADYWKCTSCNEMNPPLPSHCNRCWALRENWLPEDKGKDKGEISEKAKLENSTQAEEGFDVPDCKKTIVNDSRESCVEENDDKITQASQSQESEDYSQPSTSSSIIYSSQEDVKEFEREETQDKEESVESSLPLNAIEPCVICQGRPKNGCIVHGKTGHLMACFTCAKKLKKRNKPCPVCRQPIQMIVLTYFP
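Material: Stable MDM2–luciferase fusion reporter cells | Amount: 2000 cells seeded into each well | Dosing: One concentration, 5 µM, with 0.2% DMSO | Incubation: 4 h cell settling then 2 h compound exposure, 37 °C | Measured by: Luciferase luminescence | Read-out basis: % enhancement relative to plate controls after blank subtraction | Benchmarks: Control and blank well means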
NPY-Y2 PAM-ag: NPY-Y2 potentiators or agonists, primary screen, cell-based; Neuropeptide Y receptor type 2 (Homo sapiens), P49146; cells expressing NPY-Y2, potentiator/agonist read-out; activation, % at 3.6 µM; actives 0.45% (n = 220,000); AID 1359, 2008; in the data active = activation above about 27%;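 also: cells stimulated with NPY near EC25 plus isoproterenol at EC100; 0% = vehicle plus submaximal agonist and 100% = vehicle plus saturating agonist; some results beyond the cut were filed as inactive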
Ba/F3 V617F tox: reduced viability of JAK2V617F-dependent Ba/F3 cells, primary screen, JAK2V617F inhibitor project, cell-based, Ba/F3 EpoR-JAK2V617F, luminescence | ATP luminescence | inhibition, % at 5.6 µM | actives 1.1% (n = 220,000);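 active = inhibition above the campaign mean plus 3 SD over all tested compounds, cut at about 24% in these data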;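 also: cytokine-independent growth of Ba/F3 cells driven by EpoR plus mutant JAK2; 0% = DMSO-treated cells and 100% = JAK inhibitor I control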
PERK inhibitor: block of dimerizer-induced PERK translation repression, primary screen, PERK inhibitor project, CHO PERK-DD cells, SEAP luminescence, HTS. inhibition, % at 5.6 µM. actives 0.17% (n = 220,000). AID 1416, 2008. CHO PERK-DD fusion, SEAP luminescence translation reporter. Eukaryotic translation initiation factor 2-alpha kinase 3 (Homo sapiens), Q9NZJ5;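 active = inhibition above the mean inhibition of all tested compounds plus 3 SD, set separately per screening campaign, cut at about 2.9% in these data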;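 also: PERK kinase domain activated by AP20187 dimerizer at 100 nM; 0% = DMSO with dimerizer and 100% = rapamycin at 8.4 µM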
An asterisk follows results filed as active; . = not tested or not shown; [ ] = remark or other dose. Rows were taken by chance; about 4.1% have a hit in one of these screens.

The first four compounds as a preview:
SMILES | Wee1 degr inh | S1P4 agonist | BaF3 tox | S1P4 antagonist | eIF4E-4G inh | Mdm2 ligase inh | NPY-Y2 PAM-ag | Ba/F3 V617F tox | PERK inhibitor
CCn1c(SCC(=O)Nc2nc(C)cs2)nnc1-c1cccnc1 | -4 | -1.7 | 0 | -9 | 7 | 9 | -13 | 4 | -0.2
Cn1nc(CC(=O)NC2CCCCC2)c2ccccc2c1=O | -1 | -1.1 | 5 | -20 | 3[fluorescence artefact?] | 3 | -4 | -4 | 0.8
COc1nccnc1NS(=O)(=O)c1ccc(N=Cc2c(C)[nH]n(-c3ccc(C)c(C)c3)c2=O)cc1 | -1 | 0.5 | 16 | -9 | 4[fluorescence artefact?] | -5 | 2 | 8 | 0.4
COc1ccc(C)cc1NC(=O)c1cc2c(CO)cnc(C)c2oc1=N | 9.2* | 1.5 | 1 | -12 | 3[fluorescence artefact?] | . | 1 | -4 | 0.3

All compounds of this part, from the first entry:
SMILES | Wee1 degr inh | S1P4 agonist | BaF3 tox | S1P4 antagonist | eIF4E-4G inh | Mdm2 ligase inh | NPY-Y2 PAM-ag | Ba/F3 V617F tox | PERK inhibitor
CCn1c(SCC(=O)Nc2nc(C)cs2)nnc1-c1cccnc1 | -4 | -1.7 | 0 | -9 | 7 | 9 | -13 | 4 | -0.2
Cn1nc(CC(=O)NC2CCCCC2)c2ccccc2c1=O | -1 | -1.1 | 5 | -20 | 3[fluorescence artefact?] | 3 | -4 | -4 | 0.8
COc1nccnc1NS(=O)(=O)c1ccc(N=Cc2c(C)[nH]n(-c3ccc(C)c(C)c3)c2=O)cc1 | -1 | 0.5 | 16 | -9 | 4[fluorescence artefact?] | -5 | 2 | 8 | 0.4
COc1ccc(C)cc1NC(=O)c1cc2c(CO)cnc(C)c2oc1=N | 9.2* | 1.5 | 1 | -12 | 3[fluorescence artefact?] | . | 1 | -4 | 0.3
Nc1nc(SCC(=O)NCCc2ccccc2)[nH]c(=O)c1-c1ccccc1 | -1 | 3.5 | 4 | -10 | 1 | -15 | -2 | 3 | 0.9
CCOC(=O)c1nn(-c2ccccc2)c2nnc(Cc3ccc(Cl)cc3)c(=O)n12 | 7 | -0.8 | 9 | 3 | 4 | -20 | -2 | 4 | -0.3
O=C(Cn1c(=O)oc2ccccc21)N1CCN(c2ccccc2)CC1 | -3 | 0.2 | 1 | -17 | 6 | -8 | 1 | -2 | -0.9
Cc1ccc(C2CC(c3cccc(Br)c3)Nc3nnnn32)cc1 (centres undefined) | -3 | -1.9 | 1 | 0 | -1 | -5 | 5 | -3 | 1.6
CCOC(=O)CSc1nnnn1-c1cccc2ccccc12 | -2 | -0.1 | -1 | -23 | -1 | -2 | -5 | -3 | -0.5
O=C(c1cc2ccccc2oc1=O)N(Cc1cccs1)Cc1cccs1 | -2 | -2.2 | 3 | -6 | -2 | 11 | 10 | -1 | -0.1
O=C(NCc1ccco1)c1csc2c1CCCC2 | 5 | -2.7 | 8 | -18 | 0 | -13 | -12 | 6 | -0.2
O=C(CSCc1ccccc1)NNC(=S)Nc1cccc(Cl)c1Cl | 0 | 1.0 | 5 | -18 | 1 | -5 | -23 | -5 | 1.2
CS(=O)(=O)N(CC(=O)Nc1ccccc1C(=O)N1CCOCC1)c1ccc2c(c1)OCO2 | 3 | 1.2 | 2 | -5 | 0 | -15 | 5 | 1 | -0.7
CC12CC(c3ccccc3O1)C(/C(N)=N/NC(=O)c1ccc(F)cc1)C(=O)N2 (centres undefined) | -3 | -1.0 | 4 | -1 | 8[fluorescence artefact?] | -25 | 8 | 1 | 0.3
CCc1ccc(NC(=O)c2cnn(-c3ccccc3)c2C)cc1 | 1 | 0.6 | 1 | -9 | 7 | -16 | -7 | -1 | 0.6
CSc1nnc(-c2ccc(NC(N)=S)cc2)o1 | -1 | 1.0 | 1 | 11 | -1 | -5 | 9 | 7 | 1.7
O=C(Nc1ccc(N2CCN(C(=O)c3ccc(Cl)cc3)CC2)cc1)c1cc2ccccc2o1 | 2 | -1.2 | 6 | 3 | -17 | -34 | 3 | 1 | -0.7
COc1cc(OC)cc(C(=O)OC/C(O)=C(\C#N)c2nc3ccccc3[nH]2)c1 | 1 | -0.8 | -1 | -2 | -7 | 1 | -8 | -2 | -0.4
CCn1c(SCC(=O)O)nc2sc3c(c2c1=O)CCC3 | 0 | 0.2 | 4 | -7 | 12[fluorescence artefact?] | -18 | -7 | 0 | -0.3
O=C(NC(=S)N1CCCCC1CO)C12CC3CC(CC(C3)C1)C2 (centres undefined) | 0 | -0.9 | -6 | -5 | -3 | . | 14 | -4 | 1.1
Cc1nc2cc3c(cc2s1)OCO3 | 0 | 0.2 | 0 | -21 | -4 | -3 | 9 | -1 | -0.2
COC(=O)C(O)(NC(=O)c1ccncc1)C(F)(F)F (centres undefined) | -2 | 1.9 | -5 | -2 | -14 | . | -10 | -3 | 1.4
O=C(CC12CC3CC(C1)CC(CC(=O)NC1=NCCS1)(C3)C2)NC1=NCCS1 | 0 | -0.1 | 7 | -29 | 4 | -3 | -3 | -1 | -0.6
COc1ccc(-n2cc(CN3CCC(OC)CC3)c(-c3cccc(F)c3)n2)cc1 | 0 | 0.4 | 3 | -5 | 3 | -7 | 2 | -1 | -0.6
CCOCCCNC(=O)c1ccc2c(=O)n(Cc3ccc4c(c3)OCO4)c(=S)[nH]c2c1 | 0 | 0.2 | 2 | -5 | 1 | 2 | -3 | 4 | 0.4
Other compounds:
SMILES | Wee1 degr inh | S1P4 agonist | BaF3 tox | S1P4 antagonist | eIF4E-4G inh | Mdm2 ligase inh | NPY-Y2 PAM-ag | Ba/F3 V617F tox | PERK inhibitor
C=CCn1c(SCC(=O)Nc2ccc3c(c2)OCO3)nnc1-c1cc(Br)ccc1O | -2 | -3.0 | 2 | -23 | 14 | -11 | -11 | 0 | -0.1
COc1ccc(NC(=O)CSc2ccc(F)cc2)cc1S(=O)(=O)N1CCCCC1 | -1 | 2.7 | 6 | 11 | -3[fluorescence artefact?] | -14 | -3 | 4 | -0.7
CC(NCCN(C)C)C(=O)C12CC3CC(CC(C3)C1)C2 (centres undefined) | 0 | 0.7 | -1 | 1 | 9 | -103 | -19 | 1 | 1.5
CCOC(=O)c1[nH]c2ccccc2c1NC(=S)Nc1cccc(C)c1 | 9.3* | 0.2 | 4 | -3 | 0 | . | -1 | -3 | 0.4
COc1ccc(CC2(CO)CCN(S(=O)(=O)c3sccc3C)CC2)cc1 | 1 | 0.7 | 3 | 0 | 9 | -15 | 7 | -5 | -0.7
CN(C)CCCN(C(=O)/C=C/c1cccs1)c1nc2c(F)cccc2s1 | -1 | -2.6 | 7 | -9 | -5 | -12 | 36* | 1 | 1.2
COC(=O)C(Cc1c[nH]c2ccccc12)NC(=O)c1cc(-c2ccc(OC)c(OC)c2)oc1C (centres undefined) | 2 | 2.7 | 0 | -25 | 2 | 1 | 1 | -3 | -0.5
CC1=C(C)CC(C(=O)NCc2ccc3c(c2)OCO3)C(C(=O)O)C1 (centres undefined) | 5 | -0.2 | 1 | -9 | 3 | -18 | 9 | -3 | 0.5
Cc1cc2nc(-c3ccc(SCC(=O)Nc4nccs4)nc3)[nH]c2cc1C | 4 | 2.0 | 5 | -8 | -5 | -14 | -6 | -4 | 1.0
Cc1ccc(/C=N/NC(=O)c2cc3c(ccc4ccccc43)o2)cc1[N+](=O)[O-] | -1 | 0.4 | 0 | -15 | -12[fluorescence artefact?] | -5 | 4 | 0 | 1.0
COc1cc2c(cc1OC)C(c1ccccc1)N(C(=O)CSCC(=O)O)CC2 (centres undefined) | -3 | 1.4 | 4 | -22 | 0 | 6 | 0 | 1 | 0.9
COc1ccc(S(=O)(=O)Nc2nc3ccccc3nc2NCC2CCCO2)cc1 (centres undefined) | 3 | 0.6 | 0 | -14 | 4 | -13 | 3 | -2 | 0.3
COc1ccc(C2C(C(=O)N3CCOCC3)c3ccccc3C(=O)N2c2ccc(OC)cc2)cc1 (centres undefined) | 1 | -1.2 | 6 | -1 | -4[fluorescence artefact?] | -14 | 2 | 3 | -0.8
Oc1c(CN2CCN(c3ccccn3)CC2)cc(Cl)c2cccnc12 | -4 | -1.2 | 4 | 4 | -4 | -27 | 11 | -2 | 0.0
O=C(NNc1cccc(Cl)n1)c1c(Cl)cccc1Cl | 4 | 1.2 | 0 | 5 | 13 | -5 | 13 | -2 | 1.1
CC(=O)C1=C(C)NC(SCC(=O)c2ccc(Cl)c(Cl)c2)=C(C#N)C1c1ccco1 (centres undefined) | 2 | 1.9 | 7 | 7 | . | . | -15 | 1 | 0.4
O=C(c1cc(F)ccc1F)C1CCCN(C(=O)c2cccs2)C1 (centres undefined) | -3 | -0.6 | -2 | 1 | -4 | -19 | 11 | -1 | 0.3
O=C(CN1CCN(S(=O)(=O)c2ccc(Br)cc2)CC1)N/N=C/c1cccs1 | -3 | 1.6 | 7 | -17 | -6 | -9 | 3 | -1 | 0.1
CCOC(=O)c1c(C)c(C(=O)NCc2cccs2)c(C)n1CC | 3 | 2.2 | -4 | -6 | -1 | -15 | -10 | -1 | 0.4
COc1cc(-c2nc(S(=O)(=O)c3ccc(Cl)cc3)c(N3CCOCC3)o2)cc(OC)c1OC | 3 | -1.4 | 1 | -21 | -4 | 0 | -20 | -2 | -0.8

7 of the entries above in order of their number in PERK inhibitor, lowest first:
| Structure | Wee1 degr inh | S1P4 agonist | S1P4 antagonist | eIF4E-4G inh | NPY-Y2 PAM-ag | PERK inhibitor |
| --- | --- | --- | --- | --- | --- | --- |
| COc1cc(-c2nc(S(=O)(=O)c3ccc(Cl)cc3)c(N3CCOCC3)o2)cc(OC)c1OC | 3 | -1.4 | -21 | -4 | -20 | -0.8 |
| COc1ccc(CC2(CO)CCN(S(=O)(=O)c3sccc3C)CC2)cc1 | 1 | 0.7 | 0 | 9 | 7 | -0.7 |
| C=CCn1c(SCC(=O)Nc2ccc3c(c2)OCO3)nnc1-c1cc(Br)ccc1O | -2 | -3.0 | -23 | 14 | -11 | -0.1 |
| Oc1c(CN2CCN(c3ccccn3)CC2)cc(Cl)c2cccnc12 | -4 | -1.2 | 4 | -4 | 11 | 0.0 |
| O=C(c1cc(F)ccc1F)C1CCCN(C(=O)c2cccs2)C1 (centres undefined) | -3 | -0.6 | 1 | -4 | 11 | 0.3 |
| CCOC(=O)c1c(C)c(C(=O)NCc2cccs2)c(C)n1CC | 3 | 2.2 | -6 | -1 | -10 | 0.4 |
| CC1=C(C)CC(C(=O)NCc2ccc3c(c2)OCO3)C(C(=O)O)C1 (centres undefined) | 5 | -0.2 | -9 | 3 | 9 | 0.5 |

High-throughput results as filed in PubChem.
